From PubChem
PP5 primary: PP5 (human) phosphatase inhibition; P53041; purified PP5c, OMFP substrate fluorescence; inhibition, % at 6.7 µM; 0.18% of 320,000 active;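 active means inhibition above the campaign's mean inhibition across all tested compounds plus 3 SD, cut at about 9.5% in these data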;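 further: 0% = DMSO only and 100% = 100 µM cantharidin control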
Target sequence (P53041 whole entry, looked up): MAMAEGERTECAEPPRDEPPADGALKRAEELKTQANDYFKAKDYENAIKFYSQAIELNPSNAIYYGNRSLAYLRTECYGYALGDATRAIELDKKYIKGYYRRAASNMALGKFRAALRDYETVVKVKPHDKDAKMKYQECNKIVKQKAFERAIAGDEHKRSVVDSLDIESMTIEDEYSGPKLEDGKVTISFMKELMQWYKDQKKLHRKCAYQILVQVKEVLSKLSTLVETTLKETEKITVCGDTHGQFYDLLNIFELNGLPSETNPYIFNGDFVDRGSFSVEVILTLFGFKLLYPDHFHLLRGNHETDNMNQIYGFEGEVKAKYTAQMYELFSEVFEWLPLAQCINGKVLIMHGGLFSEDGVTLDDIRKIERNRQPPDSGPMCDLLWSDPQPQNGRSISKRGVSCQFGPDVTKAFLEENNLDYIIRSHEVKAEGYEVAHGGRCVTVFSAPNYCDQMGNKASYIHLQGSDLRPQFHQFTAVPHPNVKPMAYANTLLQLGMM
VLA-4 inh: inhibition in a human VLA-4 binding assay; VLA-4 expressing cells, ligand binding flow cytometry; AID 2557; 0.2% of 330,000 active; P13612; inhibition, % (about 7 µM as worked out from the volumes in the protocol); in the data active means inhibition above about 50%
GRK2 inh: human GRK2 inhibition via aptamer displacement | P25098 | bead flow cytometry, FAM-aptamer displacement from GRK2 | 0.59% of 330,000 active | inhibition of aptamer binding, % at 10 µM | AID 488847;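 active means inhibition of aptamer binding above 40%, roughly 3 SD of noise, on plates passing a quality check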;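 further: median bead fluorescence of bound FAM aptamer so fluorescent compounds give negative values; no value below 0 was filed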
PP1 inh: blocks human PP1-alpha phosphatase, a PP5 counter-screen | inhibition, % at 6.7 µM | 0.9% of 320,000 active | P62136 | purified PP1alpha, OMFP fluorescence;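 active means inhibition above the mean inhibition of all tested compounds plus 3 SD, computed separately for each screening campaign, cut at about 15% in these data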
Target sequence (P62136 whole entry, looked up): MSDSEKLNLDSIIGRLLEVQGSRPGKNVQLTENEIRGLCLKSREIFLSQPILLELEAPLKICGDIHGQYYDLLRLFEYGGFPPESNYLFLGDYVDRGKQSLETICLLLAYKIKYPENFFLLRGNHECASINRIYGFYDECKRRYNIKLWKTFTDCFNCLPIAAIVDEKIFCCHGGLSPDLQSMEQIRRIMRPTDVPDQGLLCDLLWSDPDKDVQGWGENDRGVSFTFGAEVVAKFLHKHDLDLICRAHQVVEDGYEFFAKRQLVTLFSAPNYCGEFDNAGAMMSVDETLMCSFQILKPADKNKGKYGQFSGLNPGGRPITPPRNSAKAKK
HCV core dimer: HCV core protein dimerization inhibition | TR-FRET GST/Flag-core106 dimerization, 1536-well | inhibition, % at 5 µM | 0.33% of 300,000 active | AID 1899;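 active means inhibition above the mean of all tested compounds plus 3 SD, set per screening campaign, cut at about 45% in these data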
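test system = GST/Flag-tagged HCV core106 proteins | probe or stimulus = Eu donor and XL665 acceptor anti-tag antibodies | times = compound-protein-antibody incubation 4 h at 22.5 °C | signal = TR-FRET, excitation 340 nm, emission 617 and 671 nm | measure = percent inhibition of core106 dimerization signal | controls = wells lacking GST-core106 and wells with excess unlabelled core106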
procasp7 counter: activates human procaspase-7, counter-screen for procaspase-3 activators. P55210. recombinant procaspase-7, Ac-DEVD-pNA absorbance 405 nm; D23A/D198A/D206A triple mutant, cannot self-cleave; scale: DMSO 0, 5 µM enzyme 100. activation, % at 8.5 µM. 0.093% of 330,000 active. AID 463210;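 active means percent activation above the screen-wide mean plus 3 SD, cut at about 25% in these data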
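System: Procaspase-7 triple mutant (PC-7 D3A); measure: % activation from two-timepoint absorbance difference, scaled to controls; times: 1 h compound preincubation, 2 h substrate cleavage, 25 °C; also added: Ac-DEVD-pNA substrate, 400 µM as added; measured by: Epi-absorbance of released pNA at 405 nm, two timepoints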
Fh CTSL1 inh: counter-screen for PFM18AAP inhibitors: inhibitors of F. hepatica cathepsin L1; recombinant F. hepatica cathepsin L1, Z-Leu-Arg-MCA fluorescence; inhibition, % at 5.96 µM; 0.49% of 300,000 active; AID 1906;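 active means inhibition above the mean of all tested compounds plus 3 SD, set per screening campaign, cut at about 17% in these data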;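 further: 0% = plate median of test compound wells and 100% = 1 µM Z-Phe-Ala-diazomethylketone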
procasp3 activ: activators of human procaspase-3 | recombinant procaspase-3 D3A, Ac-DEVD-pNA absorbance 405 nm | activation, % at 8.5 µM | 0.11% of 330,000 active | AID 463141;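 active means activation above the mean of all tested compounds plus 3 SD, cut at about 21% in these data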;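 further: 0% = DMSO alone and 100% = DMSO wells spiked with extra 5 µM PC-3 D3A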
Target sequence (P42574 whole entry D9A/D28A/D175A): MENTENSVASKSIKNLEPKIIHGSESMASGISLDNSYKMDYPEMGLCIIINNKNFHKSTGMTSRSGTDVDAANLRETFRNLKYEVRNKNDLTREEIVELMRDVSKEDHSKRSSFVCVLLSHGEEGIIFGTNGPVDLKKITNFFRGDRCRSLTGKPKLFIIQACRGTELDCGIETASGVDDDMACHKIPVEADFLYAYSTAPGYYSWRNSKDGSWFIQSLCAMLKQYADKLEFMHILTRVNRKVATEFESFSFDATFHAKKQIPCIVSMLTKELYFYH
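Test system: Procaspase-3 D3A mutant, all three cleavage aspartates alanine | Dosing: Single dose, 8.5 µM nominal compound, 0.8% DMSO | Schedule: 1 h preincubation, 2 h reaction | Technique: 405 nm absorbance of p-nitroaniline, reads at 0 and 120 min | Repeats: One well per compound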
JMJD2C inh: inhibitors of human GASC-1 (JMJD2C) demethylase; inhibition, % at 2.35 µM; 0.069% of 330,000 active; AID 2099; Q9H3R0; GST-JMJD2C(1-420) H3K9me3 demethylation, DELFIA europium;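 active means more than half of a compound's replicate wells show inhibition beyond 50%, single wells judged on their own value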;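 further: signal counts dimethyl H3K9 product captured on neutravidin plate; 0% = median of DMSO wells and 100% = 0.3 times that DMSO median; strong numbers were not always called active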
The depositor's hits bear a star; · = not tested or not shown.

SMILES	PP5 primary	VLA-4 inh	GRK2 inh	PP1 inh	HCV core dimer	procasp7 counter	Fh CTSL1 inh	procasp3 activ	JMJD2C inh
Cc1nnc(SCC(=O)Nc2ccc(N3CCOCC3)cc2)n1-c1ccccc1	-0.7	-86	1	-4	-6	-1	-2	-1	5
O=C(Nc1ccc(N2CCCCC2)cc1)c1ccc2ccccc2n1	1.2	14	1	-3	1	-3	2	3	5
NC(=O)CSc1nc2cc([N+](=O)[O-])ccc2n1-c1cccc(C(F)(F)F)c1	0.9	-13	5	3	3	-3	1	-6	-5
CC1=C(C(=O)NCc2ccccn2)C2(CCC(C)CC2)OC1=O (stereo not given)	-0.2	24	0	-3	10	10	1	8	-9
O=C(CCc1ccccc1)Nc1cccc(-c2nnc(-c3ccco3)o2)c1	2.6	-2	0	2	7	5	2	-3	-7
Nc1nnc(-c2ccccc2F)s1	2.4	3	5	-5	3	2	-5	-6	-39
Cc1sc2ncn3c(C)nnc3c2c1C	1.9	-2	5	7	-6	5	9	3	-6
O=C(CN(C(=O)c1csnn1)c1ccccc1Cl)NC1CCCC1	-1.1	-5	2	8	0	-1	-1	-2	0
COc1ccc(/C=C2/NC(=O)CNC2=O)cc1	2.7	-7	0	-1	-11	0	0	6	8
S=c1[nH]nc(-c2cc(-c3ccccc3)n[nH]2)n1/N=C/c1cccc(Cl)c1	3.3	-3	0	9	6	-27	4	-8	-12
Cc1csc(NC(=O)c2ccc(C)c(S(=O)(=O)N3CCOCC3)c2)n1	-0.5	3	3	3	3	0	-8	6	5
COC(=O)[C@]1(C)N[C@H](CN(C)C(=O)C2CCCCC2)[C@@H]2C(=O)N(Cc3ccccc3)C(=O)[C@@H]21	·	23	0	·	·	9	·	-8	·
COc1ccc(NC(=S)N2CCCC2)cc1	2.0	12	6	-2	3	-14	-2	-9	6
Cc1cc(=O)[nH]c(SCC(=O)Nc2ccccc2C)n1	-0.6	-37	1	-2	-7	4	-2	-2	-8
COc1cc2c(cc1OC)C(c1ccc(O)cc1)NCC2 (stereo not given)	0.9	12	0	-4	6	9	-1	0	5
O=C(NCCc1ccc(Cl)cc1)C1CCC(=O)N(C2CCCCCC2)C1 (stereo not given)	-1.0	-3	0	2	1	3	-1	10	-6
CCOC(=O)COn1c(=O)c(-c2ccco2)[n+]([O-])c2ccccc21	2.5	9	0	4	7	-5	5	-5	-4
Cc1cc(NC(=O)CS(=O)(=O)Cc2ccccc2)no1	-3.3	11	0	1	-3	9	-2	9	22
COc1cccc(-c2c(NC(=O)c3ccco3)n(-c3ccc(C)cc3)nc(C)c2=O)c1	1.5	11	1	-3	1	14	-2	-2	·
CC(NC(=O)C12CC3CC(CC(C3)C1)C2)C(=O)N/N=C/C1=C(N2CCOCC2)C(=C\c2cccc([N+](=O)[O-])c2)/CC1 (stereo not given)	-0.6	-1	0	-2	8	2	9	-5	-18
CCOc1ccc(Oc2nc(NCC(C)C)nc(N(C)C)n2)nn1	1.7	-8	0	1	5	-2	6	-4	-7
Cc1ccc(NC(=O)Nc2nc(-c3ccc(C)s3)cs2)cc1	1.5	12	1	4	9	-4	-3	-1	-4
CC(=NCCc1ccccc1)C1=C(O)CCC1=O	4.5	31	0	-2	-1	6	4	-4	-9
CC1(NC(=O)C2CCN(C(=O)Nc3ccccc3)CC2)CCS(=O)(=O)C1 (stereo not given)	0.7	-9	0	-1	-2	4	-2	1	3
COC(=O)c1c(NC(=O)c2nc3nc(C)cc(C(F)F)n3n2)sc2c1CCC2	2.6	13	3	0	15	-7	-1	-4	-3
The listing continues.
SMILES	PP5 primary	VLA-4 inh	GRK2 inh	PP1 inh	HCV core dimer	procasp7 counter	Fh CTSL1 inh	procasp3 activ	JMJD2C inh
COc1ccccc1-c1ccc(Nc2cccc(C(C)=O)c2)nn1	2.9	27	2	0	0	12	-11	5	-14
Brc1ccc(C=Nc2ccc(Nc3ccccc3)cc2)s1	0.2	10	0	5	-28	-10	-7	-3	-12
Cc1ccccc1NC(=O)COC(=O)c1ccc(S(=O)(=O)N2CCCC2)cc1	-0.1	-3	0	-5	·	-4	·	7	·
COc1cc2c(cc1OC)C(COc1ccccc1OC)N(C(C)=O)CC2 (stereo not given)	3.5	-2	3	2	0	-3	0	-3	7
O=c1c2nnn(-c3ccccc3)c2ncn1C/C=C/c1ccccc1	-4.1	0	0	-1	16	-3	0	0	15
CCOc1ccc(-c2cn(-c3cccc(SC)c3)c(=O)[nH]2)cc1	1.8	20	0	0	8	-7	1	0	-2
C=C(Br)Cn1c(CC(C)C)nc2ccccc21	1.6	4	0	0	-4	16	1	5	2
O=C(CNC(=O)c1ccncc1)N/N=C/c1ccc(O)cc1O	3.2	2	0	2	-6	-4	1	3	-10
Cc1ccc(S(=O)(=O)N2CCC(C(=O)OCC(=O)N(C)c3ccccc3)CC2)cc1C	-1.1	7	3	3	-2	8	3	-2	10
O=C(NC1CCCC1)C(=O)N(Cc1cccnc1)C(C(=O)NC1CCCC1)c1ccco1 (stereo not given)	-3.8	7	0	-2	-1	1	4	-4	-1
CCC(=O)Nc1cc(OC)c(NC(=O)c2ccccc2)cc1OC	1.7	-39	1	0	25	6	1	8	9
COc1ccccc1C(=O)CSc1nccn1C	3.0	-16	3	1	-5	-11	-1	-3	-3
O=C(O)C1(P(=O)(c2ccccc2)c2ccccc2)CCC1	0.9	10	1	-2	-6	-8	-1	8	2
Cc1cccn2c(=O)c3cc(S(=O)(=O)c4ccccc4)c(=N)n(Cc4ccc(F)cc4)c3nc12	3.1	-10	2	0	6	2	-2	1	4
CSc1ncccc1C(=O)OCC(=O)c1ccc[nH]1	·	-5	1	·	·	1	·	2	-4
COCc1cc(=O)n2c(-c3ccc(C)cc3)n[nH]c2n1	-0.8	4	4	-1	7	-1	4	8	4
CCC(C(=O)OC)n1cnc2c(nnn2-c2cccc(OC)c2)c1=O (stereo not given)	2.0	40	2	6	-4	-4	-1	-9	5
CCCC(=O)NCc1cc(-c2nn(C)c(=O)c3ccccc23)ccc1OC	1.6	9	0	-1	-1	-5	5	-2	11
COc1cc([C@H]2[C@@H]3CCCC[C@]3(O)CCN2CC(=O)Nc2ccc(C)cc2C)ccc1O	5.4	-1	0	-5	-3	0	2	-13	140
COc1ccc2cc3cc(C(=O)NC(C)C)oc3nc2c1	3.9	-3	2	0	-3	8	3	7	-3
COc1ccc(OC)c(NC(=O)C(=O)NNC(=O)c2cccs2)c1	2.7	-2	5	3	3	2	0	5	4
Cc1ccc(C(=O)O)cc1NC(=S)NC(=O)c1ccc([N+](=O)[O-])c(C)c1	-0.2	0	21	1	2	-8	-1	-1	6
CCS(=O)(=O)N1CCN(C2CCC(C)CC2)CC1 (stereo not given)	-3.9	-7	1	-5	-3	23	0	2	15
O=C1C(NS(=O)(=O)c2cccs2)=C(N2CCN(Cc3ccccc3)CC2)C(=O)c2ccccc21	3.3	7	2	-2	-9	0	-6	5	2
O=C(NCC(=O)N1CCN(Cc2ccc3c(c2)OCO3)CC1)c1ccccc1F	·	-35	1	·	·	4	·	-2	9
Further entries.
SMILES	PP5 primary	VLA-4 inh	GRK2 inh	PP1 inh	HCV core dimer	procasp7 counter	Fh CTSL1 inh	procasp3 activ	JMJD2C inh
C/C(=N\NC(=O)c1ccc(O)cc1)c1cc2ccccc2o1	2.0	11	0	-2	-10	5	2	-4	5
Cc1ccc(CN2C(=O)CCC2C(=O)NCc2ccc(F)cc2)cc1 (stereo not given)	2.0	9	3	-4	-3	6	-6	-4	1
O=C(OCc1ccc([N+](=O)[O-])cc1)c1cc2ccccc2oc1=O	0.4	-12	2	-6	5	-2	0	-5	17
O=C(NC1CCCC1)C(c1ccc(F)cc1)N(Cc1ccccc1Cl)C(=O)CCl (stereo not given)	-0.3	19	2	-1	1	-9	8	-5	-6
N#CCCN(C(=O)CSc1ccc2c(c1)OCCO2)c1ccccc1	-1.0	9	0	-1	1	-1	0	-7	-8
O=C(Cc1ccsc1)N1CCN(S(=O)(=O)c2ccccc2F)CC1	0.7	-5	1	-6	·	6	·	-1	·
Cc1ccc(CC(=O)Nc2cc(C)on2)cc1	0.5	10	0	-6	3	8	-6	9	2
COCCN(CC(=O)Nc1cccc(C)c1C)C(=O)c1cc2ccccc2cc1OC	1.4	-4	1	-4	·	5	·	4	·
CCCCc1c(O)nc(SCCN(C)C)n(-c2ccccc2)c1=O	-0.1	7	0	-1	-1	5	-1	16	16
Fc1ccc(N2CCN(C(=S)NCc3ccco3)CC2)cc1	1.7	4	0	2	-5	8	-3	-4	31
Cc1onc(C(=O)N2C(C)CCCC2C)c1[N+](=O)[O-] (stereo not given)	0.0	7	7	0	-3	0	1	-1	-2
Cc1ccccc1NC(=O)Cc1nc(COC(=O)CCOc2ccccc2)cs1	0.1	13	2	-1	1	3	-9	4	5
CCN(CC)S(=O)(=O)c1cccc2c(N(C)C)cccc12	0.1	5	0	-6	1	7	3	-4	1
CN(CCCNC(=O)c1ccccc1F)CCCNC(=O)c1ccccc1F	-1.0	-1	4	5	-3	6	2	-3	-7
c1ccc(CCc2nc3ccccc3[nH]2)cc1	1.1	-7	1	-4	-10	-3	-3	5	-6
Cc1nn(C)cc1CN(C)Cc1c(C(=O)N(C)Cc2ccccc2)nc2ccccn12	1.2	27	2	-4	-1	-1	2	-2	·
CCOC(=O)C1(Cc2ccc(Cl)cc2)CCN(C(=O)C2=NNC(=O)CC2)CC1	1.4	-1	0	-8	4	6	4	-9	6
O=C(NCc1cccc(F)c1)c1cccc2c1C(=O)c1ccc(N3CCCC3)cc1S2(=O)=O	·	-55	6	·	·	-12	·	-10	-59
O=C(OCC(=O)N1CCN(S(=O)(=O)c2ccc(Cl)cc2)CC1)c1ccc([N+](=O)[O-])o1	-0.7	-14	0	-1	1	5	2	4	24
COC(=O)c1c(-c2ccccc2Cl)noc1-c1cnc(N)nc1C(F)(F)F	1.5	0	0	-1	7	8	-4	6	-7
Cc1ccc(C(=O)NC2CCN(C(=O)Nc3ccccc3)CC2)cc1	0.6	8	0	-1	5	7	-4	7	-1
Cc1cccn2c(=O)c3cc(C(=O)NC4CCCCC4)c(=N)n(Cc4ccc(F)cc4)c3nc12	-2.9	-6	4	-3	9	-10	2	-8	-19

Limited to VLA-4 inh, for 4 of the compounds above:
smiles	VLA-4 inh
O=C(NCc1cccc(F)c1)c1cccc2c1C(=O)c1ccc(N3CCCC3)cc1S2(=O)=O	-55
CCCCc1c(O)nc(SCCN(C)C)n(-c2ccccc2)c1=O	7
COC(=O)c1c(-c2ccccc2Cl)noc1-c1cnc(N)nc1C(F)(F)F	0
O=C(OCC(=O)N1CCN(S(=O)(=O)c2ccc(Cl)cc2)CC1)c1ccc([N+](=O)[O-])o1	-14

Rewritten with bars between the fields: entries from further up.
canonical_smiles | PP5 primary | VLA-4 inh | GRK2 inh | PP1 inh | HCV core dimer | procasp7 counter | Fh CTSL1 inh | procasp3 activ | JMJD2C inh
O=C(NC1CCCC1)C(c1ccc(F)cc1)N(Cc1ccccc1Cl)C(=O)CCl (stereo not given) | -0.3 | 19 | 2 | -1 | 1 | -9 | 8 | -5 | -6
CN(CCCNC(=O)c1ccccc1F)CCCNC(=O)c1ccccc1F | -1.0 | -1 | 4 | 5 | -3 | 6 | 2 | -3 | -7
